MT1-MMP act inh – MT1-MMP (human) activation inhibition; GFP/RFP ratio change, % at 20 µM; HT1080 RFP-PRO-GFP cells, GFP/RFP ratio fluorescence, overnight; percent of plate control window, DMSO zero; P50281; 360,000 tested, 0.061% active; AID 651647;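 active = GFP/RFP ratio change of at least 30% with cell ATP level not reduced by more than half and red fluorescence within 50% of control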; note: strong numbers were not always called active
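Assay system – RFP-PRO-GFP reporter HT1080 cells · Compound dosing – single dose of 20 µM compound, 1% DMSO final · Incubation – overnight compound exposure at 37 °C · Measure – GFP/RFP fluorescence ratio · Benchmarks – DMSO wells and RFP-L50D-GFP cells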
MLLE-PAM2 inh – blocks PAM2 peptide binding to the PABP1 MLLE domain; P11940; GST-MLLE / FITC-PAM2 fluorescence polarization; AID 588489; inhibition, % at 20 µM; 360,000 tested, 0.36% active; in the data active = inhibition above about 35%, passing the limit was not always enough;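 note: plate controls were DMSO wells with GST-MLLE for no effect and wells lacking GST-MLLE protein for full effect; some results filed as inactive read as strong as hits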
eLon inh – inhibitors of E. coli Lon protease; P0A9M0; purified E. coli Lon protease, fluorescence polarization; inhibition, % at 7.94 µM; 360,000 tested, 0.42% active; AID 602123; in the data active = inhibition above about 13%, passing the limit was not always enough;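 note: 0% = enzyme with probe and DMSO and 100% = no enzyme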
FAS TE block – blocks the thioesterase domain of human fatty acid synthase; P49327; recombinant FAS-TE, OMFH fluorogenic substrate, fluorescence endpoint; inhibition, % at 15 µM; 360,000 tested, 0.67% active;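 active = compounds whose normalised, plate-corrected inhibition of enzyme fluorescence in the single-dose primary screen is 50% or more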;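 note: 0% = DMSO with enzyme and 100% = substrate without enzyme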
Target sequence (P49327 whole entry, looked up, the tested form may be a part): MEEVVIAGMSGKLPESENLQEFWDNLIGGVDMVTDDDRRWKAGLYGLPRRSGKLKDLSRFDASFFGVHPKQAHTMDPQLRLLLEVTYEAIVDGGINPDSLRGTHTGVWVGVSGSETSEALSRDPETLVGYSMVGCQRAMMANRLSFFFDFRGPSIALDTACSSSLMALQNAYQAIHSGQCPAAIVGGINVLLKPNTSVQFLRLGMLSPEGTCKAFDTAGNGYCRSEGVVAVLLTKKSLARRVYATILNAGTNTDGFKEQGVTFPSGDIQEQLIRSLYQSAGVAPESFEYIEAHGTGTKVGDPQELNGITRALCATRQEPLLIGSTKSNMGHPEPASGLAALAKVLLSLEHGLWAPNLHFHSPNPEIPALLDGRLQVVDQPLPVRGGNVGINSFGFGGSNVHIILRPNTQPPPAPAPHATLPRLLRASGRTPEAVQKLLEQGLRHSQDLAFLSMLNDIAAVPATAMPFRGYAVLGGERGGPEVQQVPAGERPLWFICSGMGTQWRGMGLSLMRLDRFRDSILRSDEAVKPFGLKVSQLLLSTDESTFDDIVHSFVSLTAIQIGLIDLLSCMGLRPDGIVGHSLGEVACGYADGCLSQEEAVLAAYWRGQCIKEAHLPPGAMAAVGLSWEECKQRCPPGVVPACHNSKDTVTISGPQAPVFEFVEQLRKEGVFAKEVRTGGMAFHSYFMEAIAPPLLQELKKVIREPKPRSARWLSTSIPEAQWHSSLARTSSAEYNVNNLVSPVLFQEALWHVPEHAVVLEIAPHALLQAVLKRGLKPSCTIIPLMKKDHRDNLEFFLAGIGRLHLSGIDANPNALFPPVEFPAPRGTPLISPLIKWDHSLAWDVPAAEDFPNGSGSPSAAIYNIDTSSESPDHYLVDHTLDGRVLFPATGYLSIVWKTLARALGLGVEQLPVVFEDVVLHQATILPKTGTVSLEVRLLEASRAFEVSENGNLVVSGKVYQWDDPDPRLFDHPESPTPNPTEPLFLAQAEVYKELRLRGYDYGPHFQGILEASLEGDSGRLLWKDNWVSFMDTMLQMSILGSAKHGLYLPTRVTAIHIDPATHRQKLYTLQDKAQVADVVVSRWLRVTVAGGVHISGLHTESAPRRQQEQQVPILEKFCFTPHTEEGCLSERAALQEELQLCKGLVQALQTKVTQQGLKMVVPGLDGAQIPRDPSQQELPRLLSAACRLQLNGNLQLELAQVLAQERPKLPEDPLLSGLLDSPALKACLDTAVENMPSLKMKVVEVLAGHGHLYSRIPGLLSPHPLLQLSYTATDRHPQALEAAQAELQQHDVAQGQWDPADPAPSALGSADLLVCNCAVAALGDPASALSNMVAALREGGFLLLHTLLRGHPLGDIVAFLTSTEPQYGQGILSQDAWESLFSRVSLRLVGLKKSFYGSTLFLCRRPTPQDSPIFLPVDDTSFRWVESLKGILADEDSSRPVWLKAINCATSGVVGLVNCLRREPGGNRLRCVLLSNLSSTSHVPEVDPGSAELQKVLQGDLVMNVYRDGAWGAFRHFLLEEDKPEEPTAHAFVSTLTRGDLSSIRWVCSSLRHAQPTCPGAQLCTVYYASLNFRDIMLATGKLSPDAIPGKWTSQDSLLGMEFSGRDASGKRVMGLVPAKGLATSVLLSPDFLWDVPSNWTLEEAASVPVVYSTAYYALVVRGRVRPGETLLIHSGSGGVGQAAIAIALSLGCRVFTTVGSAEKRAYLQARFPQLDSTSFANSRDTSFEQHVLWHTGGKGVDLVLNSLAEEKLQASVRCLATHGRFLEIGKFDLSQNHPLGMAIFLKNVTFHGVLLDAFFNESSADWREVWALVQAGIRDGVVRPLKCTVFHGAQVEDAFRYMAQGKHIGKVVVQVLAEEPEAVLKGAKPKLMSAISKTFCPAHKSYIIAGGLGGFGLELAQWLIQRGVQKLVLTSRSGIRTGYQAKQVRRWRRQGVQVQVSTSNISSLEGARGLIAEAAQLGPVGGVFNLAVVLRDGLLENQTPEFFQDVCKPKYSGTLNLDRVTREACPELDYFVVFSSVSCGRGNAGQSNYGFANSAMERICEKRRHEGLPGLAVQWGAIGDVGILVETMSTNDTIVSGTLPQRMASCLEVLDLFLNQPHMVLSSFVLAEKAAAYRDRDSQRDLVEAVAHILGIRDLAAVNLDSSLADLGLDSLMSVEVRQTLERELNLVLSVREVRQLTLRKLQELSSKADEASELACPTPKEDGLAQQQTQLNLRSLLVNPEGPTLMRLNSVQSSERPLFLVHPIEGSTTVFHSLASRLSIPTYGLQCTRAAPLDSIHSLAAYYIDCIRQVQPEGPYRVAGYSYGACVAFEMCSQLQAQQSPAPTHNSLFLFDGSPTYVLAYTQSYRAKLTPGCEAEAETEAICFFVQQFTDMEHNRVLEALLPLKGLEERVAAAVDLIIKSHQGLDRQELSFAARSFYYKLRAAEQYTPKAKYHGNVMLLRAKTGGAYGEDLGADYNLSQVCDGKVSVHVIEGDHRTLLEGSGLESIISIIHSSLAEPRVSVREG
Neddyl block – cullin neddylation inhibition; 360,000 tested, 0.58% active; AID 651699; calls only at 25 µM; TR-FRET cullin neddylation, biochemical; in the data active = inhibition above about 36%
CendR NRP1 mod – alters CendR peptide binding to human NRP-1; O14786; FAM-RPARPAR peptide binding to NRP-1, fluorescence polarization; inhibition, % at 25 µM; 360,000 tested, 0.85% active;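 active = inhibition or corrected inhibition above about 18%, plus a signal ratio from 0.5 to 1.5, limit read from the data, passing the limit was not always enough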; note: strong numbers were not always called active
SKN-1 block – inhibitors of C. elegans SKN-1; 360,000 tested, 0.49% active; C. elegans VP596 Pgst-4::GFP/RFP ratio, acrylamide-induced, 24 h; AID 624304; inhibition, % at 21.8 µM;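 active = interference check ratio from 0.5 to 1.5 plus GFP to RFP signal ratio inhibition reaching or exceeding a fixed threshold, cut at about 30% in these data, passing the limit was not always enough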; note: some compounds called inactive have numbers as strong as hits
Rin1-Abl PPI inh – blocks binding of human Rin1 to Abl | P00519+Q13671 | TR-FRET Rin1/Abl binding, biochemical | inhibition, % at 7.35 µM | 360,000 tested, 0.4% active | AID 588664; in the data active = inhibition above about 5%, passing the limit was not always enough
bovine MsrA act – activates bovine MsrA enzyme; purified bovine MsrA, absorbance read-out; activation, % at 10.6 µM; 360,000 tested, 0.3% active; in the data active = activation above about 7.5%;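 note: 0% = vehicle and 100% = reference activator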
The depositor's hits bear a star; i = inactive; . = not tested or not shown.

SMILES	MT1-MMP act inh	MLLE-PAM2 inh	eLon inh	FAS TE block	Neddyl block	CendR NRP1 mod	SKN-1 block	Rin1-Abl PPI inh	bovine MsrA act
CC(C)CC(NC(=O)C(NC(=O)OC(C)(C)C)C(C)C)C(=O)NC(CCC(=O)OCc1ccccc1)C(N)=O (configuration not stated)	3	3	1	-8	i	-4	22	-1	1
O=C(Nc1ccccc1C(=O)N1CCCCCC1)c1ccc(Cl)cc1	0	8	-4	0	i	9	-5	-2	-4
Cc1cccc(C)c1NC(=O)CNC(=O)CNC(=O)c1ccc2ccccc2c1	-2	-15	7	-4	i	-3	-10	2	-11
C[C@H](NC(=O)c1ccccc1)C(=O)N1CCN(Cc2ccc3c(c2)OCO3)CC1	0	-14	-21	-10	i	-9	-2	2	-4
CCN(CC)CCCN(Cc1cc2cc3c(cc2[nH]c1=O)OCO3)C(=S)NC	1	-42	-14	-4	i	3	-11	-2	-5
CC(=O)Nc1ccc2c(c1)Cc1ccc(Cl)cc1-2	3	-4	2	10	i	-14	12	-5	-3
Cc1cccc(NC(=O)C2CCN(C(=O)NCc3ccccc3)CC2)c1C	-5	-7	4	-6	i	10	-8	-3	-8
Cc1ccc(Cl)cc1N1CCN(C(=O)C2CCN(S(=O)(=O)c3cccnc3)CC2)CC1	-4	4	-12	50*	i	-9	-11	0	-8
Cc1cc(C)c(OCC(=O)OCC(=O)NCCC2=CCCCC2)c(C)c1	-2	0	3	-8	i	10	0	0	0
CCOC(=O)CN1C(=O)S/C(=C/c2ccc(OCc3ccc(C(=O)O)cc3)cc2)C1=O	-4	-9	0	-3	i	-19	-3	0	-2
CCc1nc(SCC(=O)N2CCOCC2)c2c(=O)n(C)c(=O)n(C)c2n1	4	9	-2	-5	i	3	-13	-3	-3
COc1cc(C(=O)NNC(=O)Cc2cccs2)cc(OC)c1OC	2	14	-13	-5	i	1	25	4	-1
CCN(CC)c1ccc(C2C(C(=O)OC)=C(C)NC(C)=C2C(=O)OC)cc1	-7	3	-5	8	i	-2	5	-1	-6
Cc1ccc(NS(=O)(=O)c2cc([N+](=O)[O-])ccc2NNC(=S)Nc2cc(C)ccc2C)c(C)c1	-23	-51	-27	20	i	-51	10	-1	-2
COC(=O)c1sccc1Oc1c(Cl)cccc1[N+](=O)[O-]	-1	5	-2	4	i	7	1	4	-1
CC12COC3(C(=O)Nc4ccc([N+](=O)[O-])cc4)CC1CCC32C (configuration not stated)	5	0	2	22	i	5	2	-1	1
c1ccc(N2CCN(c3ccc4nncn4n3)CC2)nc1	1	-8	-7	-5	i	-11	3	-1	-1
COc1ccccc1Nc1nc(N)nc(CSC(=S)N2CCOCC2)n1	1	1	8	1	i	2	-10	3	-5
CCN1CCN(c2cc(C)c3cc(NC(=S)N4CCN(c5ccc(F)cc5)CC4)ccc3n2)CC1	2	-141	0	-1	i	-14	2	-1	1
O=C(OC(C(=O)NCc1ccco1)c1ccc(Cl)cc1)c1cccs1 (configuration not stated)	0	-6	-2	22	i	3	2	-2	-3
COc1cccc(CNC(=O)CN(C)S(=O)(=O)c2ccc3c(c2)n(C)c(=O)c(=O)n3C)c1	2	-11	-1	0	i	10	1	1	-4
O=C(CCC(=O)N(Cc1ccco1)C(C(=O)NC1CCCC1)c1ccncc1)Nc1cccnc1 (configuration not stated)	-2	6	5	-4	i	0	-12	3	-4
O=C1NN=COc2ccccc21	2	-4	3	-2	i	-3	18	6	-3
CC1(C(=O)Nc2ccc3c(c2)OCCO3)CCN1C(=O)c1ccco1 (configuration not stated)	3	4	13	-4	i	-1	4	3	-3
COc1ccc(OC)c(NC(=O)CCN2C(=O)c3cccc([N+](=O)[O-])c3C2=O)c1	-5	-3	-5	2	i	16	16	-2	-3
CCOc1ccc(CN2CCN(CC(O)Cn3c4ccccc4c4ccccc43)CC2)cc1 (configuration not stated)	-1	-8	-1	-8	i	5	1	0	-4
CC(C)CCOc1ccc(C(=O)N2CCCC2C(=O)O)cc1 (configuration not stated)	-2	-14	0	-10	i	-7	0	1	-14
Cc1ccc(C)c(OCc2ccc(C(=O)NN)o2)c1	-2	-4	0	0	i	2	-4	0	-2
COc1cc2sc(-c3ccccc3OC)c(-c3ccc(OCCN4CCOCC4)cc3)c2cc1OC	0	-5	-10	17	i	0	-7	0	-3
Cc1csc(SCC(=O)N(C)c2c(N)n(Cc3ccccc3)c(=O)[nH]c2=O)n1	1	-11	-2	-8	i	1	-10	-4	-10
COc1ccc(S(=O)(=O)N2CCC(C(=O)Oc3cccc(C)c3)CC2)cc1OC	2	6	-8	18	i	2	-3	1	-3
COc1ccc(N2CCN(C(=O)CN(C)S(=O)(=O)c3ccc4c(c3)c(=O)n(C)c(=O)n4C)CC2)cc1	1	-2	5	-3	i	8	-2	-2	-2
CCN(CC)CCNC(=O)c1ccc(NC2=NC3CS(=O)(=O)CC3S2)cc1 (configuration not stated)	-1	-39	8	-7	i	5	-2	1	-4
CCOC(=O)CSc1nc(=O)n2ccc(C)cc2n1	0	-10	-10	-3	i	2	9	3	-4
Cc1ccc(C(=O)OCC(=O)NCC2COc3ccccc3O2)cc1 (configuration not stated)	2	-1	1	0	i	-2	4	0	1
Cc1cccc(NC(=O)c2ccc(-n3ccnc3)nc2)c1	-3	-4	8	-4	i	4	-6	-2	-3
Nc1c(N(Cc2ccco2)C(=O)COc2ccc(Cl)cc2)c(=O)[nH]c(=O)n1Cc1ccccc1	-2	-11	-18	4	i	-8	14	1	-1
O=C(CC1C(=O)NCCN1C/C=C/c1ccccc1)NCCc1ccncc1 (configuration not stated)	-3	-8	-6	-8	i	0	-4	-2	-2
CC(C)(C)OC(=O)C[C@@H]1C/C=C\C[C@@H](CC(=O)N(CCO)Cc2ccccc2)C(=O)NCCOC1=O	4	-3	5	-7	i	1	16	2	-4
O=C(COc1ccccc1)Nc1ncc2c(n1)CCCC2=O	4	1	-10	-2	i	-8	-16	0	0

Single values from the list:
Under FAS TE block, `Cc1ccc(NS(=O)(=O)c2cc([N+](=O)[O-])ccc2NNC(=S)Nc2cc(C)ccc2C)c(C)c1` reads 20
Under eLon inh, `COC(=O)c1sccc1Oc1c(Cl)cccc1[N+](=O)[O-]` reads -2
Under SKN-1 block, `CCN1CCN(c2cc(C)c3cc(NC(=S)N4CCN(c5ccc(F)cc5)CC4)ccc3n2)CC1` reads 2
Under bovine MsrA act, `O=C(OC(C(=O)NCc1ccco1)c1ccc(Cl)cc1)c1cccs1` (configuration not stated) reads -3

Additional structures.
SMILES	MT1-MMP act inh	MLLE-PAM2 inh	eLon inh	FAS TE block	Neddyl block	CendR NRP1 mod	SKN-1 block	Rin1-Abl PPI inh	bovine MsrA act
Cn1c(=O)[nH]c(=O)c2c1nc(N/N=C/C(Br)=C/c1ccccc1)n2CCO	5	-7	0	-3	i	-2	10	-4	-5
Nn1c(SCC(=O)NC2CCS(=O)(=O)C2)nnc1-c1ccco1 (configuration not stated)	0	-7	-4	-7	i	1	-2	2	-1
O=C(CNC(=O)c1cccs1)NCC(=O)OCc1ccc(Cl)cc1	0	-6	-8	-5	i	-12	6	0	1
CCOc1ccc(CCNC(=O)CCS(=O)(=O)c2ccc(OC)cc2)cc1OCC	-5	2	-7	2	i	0	3	-1	-3
S=c1nc(NCc2ccc3c(c2)OCO3)c2ccccc2[nH]1	3	-21	2	2	i	6	-4	2	-4
N#Cc1cnc2sc3ccccc3n2c1=N	10	3	7	-7	i	-11	7	-3	-3
C=CCOc1ccc(CNC(C)(C)CO)cc1OCC	-1	1	2	-4	i	-12	-7	0	-2
Cc1ccc(SC2=C(N(C)C)C(=O)c3ccccc3C2=O)cc1	.	34	6	40	i	25	-1	0	-8
COc1cccc(OCC(=O)NNC(=O)c2ccc3ccccc3c2O)c1	3	4	-6	5	.	10	-13	3	-6
O=C(CC1C[C@H](C(=O)N2CCCCC2)[C@@]2(CCc3ccccc3)c3[nH]c4ccccc4c3CCN2C1=O)NCCc1ccccn1 (some centres not stated)	-17	8	4	22	i	5	14	-3	-1
C/C(=N\NC(N)=O)c1c(F)cccc1F	3	11	-13	-5	i	4	-1	0	-4
O=C(NNC(=O)c1ccc(-c2ccc([N+](=O)[O-])cc2)o1)c1ccncc1	3	5	1	8	i	-10	-3	-2	-5
C/C(=N\Nc1nc(C)cc(C)n1)c1ccc(N2CCOCC2)cc1	-12	-24	3	-3	i	16	-13	-1	-3
CCCCn1c(N)c(N(CC(C)C)C(=O)c2cc3ccccc3cc2OC)c(=O)[nH]c1=O	2	-16	-2	-2	i	0	11	2	-2
COC(=O)c1c(NC(=O)CC2Nc3ccccc3NC2=O)sc(C)c1C (configuration not stated)	-5	-41	-21	-12	i	-32	5	0	-14
CC1(C)Cc2c(sc(NC(=O)c3ccco3)c2C#N)CO1	10	-12	-5	-8	i	-3	17	0	0
CC(=O)N(O)c1ccc(C=Cc2ccccc2)cc1	0	-19	-1	3	i	-14	6	0	-13
CCOC(=O)c1sc(N)nc1C(F)(F)F	2	34	4	1	i	10	3	4	-3
O=c1c2cccnc2[nH]c(=S)n1CCCN1CCN(c2ccccc2F)CC1	6	-69	2	10	i	-2	10	1	-2
Cc1ccc(CNC(=O)[C@]2(C)CCC[C@@]3(C)C4CC[C@@]5(C)C[C@]4(CCC32)CC5=O)cc1 (some centres not stated)	3	-7	0	18	i	2	-7	2	-4
O=C(Nc1ccc(F)cc1)c1csc(Cc2ccccc2)n1	-1	-7	4	-4	i	5	8	-1	0
CCC(=O)NC1(C(F)(F)F)C(=O)Nc2c1c(=O)[nH]c(=O)n2Cc1ccco1 (configuration not stated)	-2	-5	6	-2	i	-1	12	0	1
Cc1cccn2cc(CNC(=O)c3ccc(Br)o3)nc12	-3	2	-6	-2	i	2	-11	1	-3
Cc1nn(Cc2ccc([N+](=O)[O-])cc2)c(=O)n1-c1ccc(F)cc1	6	4	-15	14	i	7	16	0	-2
CCN1CCN(C(=O)c2cc3cc4cc(OC)ccc4nc3s2)CC1	5	6	-1	0	i	-5	-14	-6	1
CCOC(=O)[C@]12CCCC=C1N(CCC1=CCCCC1)C(=O)[C@H](CC(=O)NCc1cccc(C(F)(F)F)c1)C2	-3	.	.	.	i	2	1	.	.
O=C(c1ccc(C(=O)N2CCCc3ccccc32)s1)N1CCCc2ccccc21	-8	-2	-9	24	i	-8	-28	0	-4
O=C(c1ccc(O)cc1)c1ccc(C(=O)c2ccc(O)cc2)cc1	-13	1	-5	-24	i	-56	4	1	0
COC(=O)c1ccccc1NC(=O)CN1CCC(C)CC1	-2	14	5	4	i	2	-1	0	0
NC1=NC(=O)/C(=C/c2cn(Cc3ccccc3)c3ccccc23)S1	-5	-39	-24	-6	i	-43	-9	-3	-13
COc1ccc(CN2CCCN(S(=O)(=O)c3ccc(Br)cc3)CC2)cc1	4	-11	-4	16	i	1	10	0	-2
COc1ccc(-c2cc(C(=O)NCCCN3CCOCC3)c3ccccc3n2)cc1OC	-5	5	-14	0	i	1	7	-4	-2
Nc1nc(SCC(=O)NCc2ccc(F)cc2)[nH]c(=O)c1NC(=O)c1ccc(Cl)cc1	-1	-2	-11	-13	i	0	7	0	-5
CC1CN(S(=O)(=O)c2cccc(C(=O)NN3CCN(C)CC3)c2)CC(C)O1 (configuration not stated)	-4	4	13	-13	i	-11	3	-1	-6
CC(C)=CC[N+]1(C)CCCCC1	3	-3	-9	-7	i	2	-15	-2	-1

For reference, four of the compounds above:
SMILES	MT1-MMP act inh	MLLE-PAM2 inh	eLon inh	FAS TE block	Neddyl block	CendR NRP1 mod	SKN-1 block	Rin1-Abl PPI inh	bovine MsrA act
COC(=O)c1ccccc1NC(=O)CN1CCC(C)CC1	-2	14	5	4	i	2	-1	0	0
NC1=NC(=O)/C(=C/c2cn(Cc3ccccc3)c3ccccc23)S1	-5	-39	-24	-6	i	-43	-9	-3	-13
COc1ccc(CN2CCCN(S(=O)(=O)c3ccc(Br)cc3)CC2)cc1	4	-11	-4	16	i	1	10	0	-2
COc1ccc(-c2cc(C(=O)NCCCN3CCOCC3)c3ccccc3n2)cc1OC	-5	5	-14	0	i	1	7	-4	-2

Screening data deposited in PubChem by several laboratories.
